# Compound activity from PubChem BioAssay.
# OX1R antagonist – human HCRTR1 antagonism. O43613. CHO/OX1R cells, Fluo-8 calcium fluorescence, orexin A. inhibition, % at 5 µM. hit rate 0.43% among 330,000;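 active = inhibition above its plate's threshold, mean inhibition of all tested compounds on the plate plus 3 SD, cut at about 37% in these data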;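 note: 0% = orexin A challenge wells and 100% = SB-334867-A antagonist wells; not every result past the cut was called active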
# Target sequence (O43613 whole entry, looked up): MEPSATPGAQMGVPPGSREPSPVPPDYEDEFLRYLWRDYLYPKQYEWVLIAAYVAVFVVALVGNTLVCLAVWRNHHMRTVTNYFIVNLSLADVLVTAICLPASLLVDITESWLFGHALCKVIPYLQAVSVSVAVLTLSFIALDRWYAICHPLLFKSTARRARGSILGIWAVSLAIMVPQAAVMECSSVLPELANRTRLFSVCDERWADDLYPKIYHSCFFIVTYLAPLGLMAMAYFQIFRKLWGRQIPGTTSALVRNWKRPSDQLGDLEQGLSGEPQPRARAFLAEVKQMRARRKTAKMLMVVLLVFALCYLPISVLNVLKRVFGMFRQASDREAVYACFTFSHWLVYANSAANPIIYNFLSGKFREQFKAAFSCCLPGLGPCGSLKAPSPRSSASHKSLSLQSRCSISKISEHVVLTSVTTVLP
# CHT allo act – allosterically activates the human high affinity choline transporter; CHT-expressing cells, membrane potential dye, choline EC20; active compounds read high; LV-AA mutant CHT in HEK293 cells; B-score at 10 µM; Q9GZV3; hit rate 0.49% among 310,000;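 active = initial fluorescence not abnormally high and integrated response B-score, plate-corrected, over 3 SD above library mean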
# Target sequence (Q9GZV3 whole entry, looked up): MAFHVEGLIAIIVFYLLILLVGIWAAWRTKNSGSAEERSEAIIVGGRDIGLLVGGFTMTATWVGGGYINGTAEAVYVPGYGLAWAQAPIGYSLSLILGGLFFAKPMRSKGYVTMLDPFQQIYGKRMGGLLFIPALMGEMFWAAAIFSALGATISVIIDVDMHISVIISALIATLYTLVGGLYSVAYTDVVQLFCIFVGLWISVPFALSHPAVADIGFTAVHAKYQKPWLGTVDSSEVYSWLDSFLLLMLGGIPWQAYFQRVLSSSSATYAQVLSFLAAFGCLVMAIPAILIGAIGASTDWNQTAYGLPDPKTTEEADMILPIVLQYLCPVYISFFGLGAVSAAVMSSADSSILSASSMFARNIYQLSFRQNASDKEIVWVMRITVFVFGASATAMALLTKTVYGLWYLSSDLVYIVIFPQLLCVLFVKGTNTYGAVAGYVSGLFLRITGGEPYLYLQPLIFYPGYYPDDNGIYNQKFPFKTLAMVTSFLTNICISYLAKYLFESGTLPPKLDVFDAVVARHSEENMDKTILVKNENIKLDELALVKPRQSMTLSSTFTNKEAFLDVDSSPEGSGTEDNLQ
# Numbers without * were called inactive; i = inactive; nt = not tested or not shown.
SMILES,OX1R antagonist,CHT allo act
CC1CCCN(C(c2ccccc2)c2sc3ncnn3c2O)C1 (stereo not given),-8,i
CC(C)(CN1CCCC1)NC(=O)C1CCC(=O)N(CCCN2CCOCC2)C1 (stereo not given),3,i
O=C(CCCOc1ccc(Cl)cc1Cl)NNC(=O)c1ccc(NC(=O)c2ccccc2)cc1,-11,i
CCOc1ccc(NS(=O)(=O)c2ccc(NC(=O)c3ccccc3C(=O)O)cc2)cc1,-12,i
CCOC(=O)c1c(N2C(=O)C3C4C=CC(C4)C3C2=O)sc2c1CCC(C)C2 (stereo not given),-55,i
N#CC1=C(N)SC(N)=C(C#N)C1CCc1ccccc1,-3,i
O=c1c2ccccc2ncn1CCCOc1ccccc1[N+](=O)[O-],-13,i
O=C(O)c1cccc(COc2ccccc2Cl)c1,1,i
O=c1oc(-c2ccco2)nc2sc3c(c12)CCCC3,2,i
CCC(C)NC(=O)C1(C)CCC(=O)N1CCc1ccc(OC)c(OC)c1 (stereo not given),-15,i
CCn1c(COc2ccc(OC)cc2)nnc1SCC(=O)Nc1cc(OC)ccc1OC,-10,i
CCCCNC(=O)CC1N=C2c3ccccc3N=C(SCC(=O)Nc3ccccc3OC)N2C1=O (stereo not given),-22,i
Cc1cc(-c2ccco2)n(CC(=O)O)n1,-15,i
Nc1ncn(CC(=O)c2ccccc2)n1,-1,i
CC(C)(C)OC(=O)C[C@@H]1C/C=C\C[C@H](CC(=O)NCCO)C(=O)N2CCC[C@@H]2COC1=O,-12,nt
Cc1cc(=O)[nH]c(SCC(=O)Nc2ccc3c(c2)CCC3)c1C#N,0,nt
COc1ccc(NC(=O)CN(C)C(=O)CCc2nc3cc(S(=O)(=O)N4CCOCC4)ccc3n2C)cc1,-17,i
CCN(CC(=O)Nc1ccc(OC)cc1)CC(=O)N1CC(=O)Nc2ccccc21,-10,nt
COc1cccc(C(=O)Nc2ccncc2)c1,-5,i
CC1=Nc2cc([N+](=O)[O-])ccc2NC(C)(C)C1,-2,i
COc1cc(C=O)ccc1OCC(=O)N1CCOCC1,9,i
Cc1ccc(NS(=O)(=O)c2cccc(C(=O)NCC(c3ccco3)N3CCCCC3)c2)cc1 (stereo not given),-24,i
Cc1ccc2nc(NC(=O)c3ccco3)sc2c1,-9,i
Cc1ccc(N(C(C)C(=O)N2CCOCC2)S(C)(=O)=O)cc1C (stereo not given),-1,i
CC(=O)C1=C(C)NC(=O)NC1c1cccs1 (stereo not given),4,i
Cc1cccc(C(=O)OCC(=O)NC23CC4CC(CC(C4)C2)C3)c1O,-19,nt
CCN(CC1CCCO1)C(=O)CCc1nnc(Cc2ccc3c(c2)OCO3)o1 (stereo not given),-19,i
COc1ccccc1/C=C/C=N/n1c(-c2ccc(Cl)cc2Cl)n[nH]c1=S,-22,i
O=C(Nc1ccc(N2CCCCC2)cc1)c1ccc2ccccc2n1,8,i
COc1ccc(N(C2=NCCCS2)S(=O)(=O)c2ccc(C(C)(C)C)cc2)cc1,-5,i
c1ccc(CN2CCN(Cc3cn4cccnc4n3)CC2)cc1,-21,i
C=CCNc1ncnc2ccccc12,-6,i
COc1ccc(C)cc1NC(=O)C(OC(=O)CNC(=O)c1cccc(F)c1)c1ccccc1 (stereo not given),2,i
COc1ccc(Cn2c(=O)[nH]c3cc(C(=O)N4CCN(c5ccccc5F)CC4)ccc3c2=O)cc1,-18,i
CC(/C=N/N1CCN(c2ccccn2)CC1)=C\c1ccccc1,-27,i
CCOC(=O)c1cc(C(C)C)sc1NC(=O)COC(=O)CCS(=O)(=O)c1ccccc1,-11,i
Cc1sc2nc(CSC(C)C(=O)Nc3ccc(C(N)=O)cc3)[nH]c(=O)c2c1C (stereo not given),-11,i
COc1ccc(-c2cnc3nc[nH]c(=O)c3n2)cc1,2,i
O=C(COC(=O)c1ccc(S(=O)(=O)N2CCCC2)cc1)NCc1ccc(Cl)cc1,-16,i
Cc1cc2n(n1)C(c1ccc(N(C)C)cc1)Nc1ccccc1-2 (stereo not given),-26,i
Cc1ccc(-c2nnc(OCC3CCCO3)c3ccccc23)cc1 (stereo not given),-39,i
N#CC(c1ccc(=O)[nH]n1)c1ccc(Cl)cc1Cl (stereo not given),-2,i
N#Cc1c(N2CCCC(O)C2)nc(N)c2c(N)nc3c(c12)CC(=O)N3C12CC3CC(CC(C3)C1)C2 (stereo not given),-10,i
Cc1c(C(=O)NCCc2ccccc2)oc2ccc(S(=O)(=O)N3CCOCC3)cc12,12,i
C=CCC[C@@H](Cc1ccc(F)cc1)C(=O)O[C@H](CNC(=O)[C@@H](CC=C)CC(=O)N[C@H](CO)Cc1ccccc1)c1ccccc1,-21,nt
COc1ccc(OC)c(/C=N/NC(=O)c2ccc[n+](CC(=O)c3ccccc3)c2)c1,-22,nt
CCN1C(=O)[C@H]2[C@@H](c3ccc(-c4ccc(OC)cc4)c(OC)c3)N[C@@](Cc3ccccc3)(C(=O)OC)[C@H]2C1=O,-19,nt
CCc1ccccc1NC(=S)NCc1ccc2c(c1)OCO2,-15,i
O=C(CN1CCOCC1)N/N=C/c1ccco1,-9,i
Cn1cc(S(=O)(=O)Nc2ccc(Cl)cc2Cl)c(=O)n(C)c1=O,-9,i
Cc1ccc(C(=O)NC(C)c2ccc(-n3ccnc3)cc2)cc1 (stereo not given),-21,i
O=C(Nc1ccccc1-c1ccccc1)c1ccc(Br)o1,-30,i
CCN(c1ccccc1)S(=O)(=O)c1cc([N+](=O)[O-])ccc1N,-14,i
S=c1[nH]nc(-c2cccnc2)n1/N=C/C=C/c1ccccc1,-5,i
Cc1ccc(C)c(C(=O)CCC(=O)NNC(=O)c2cccs2)c1,6,nt
Cc1ccc(S(=O)(=O)N2CCCNCC2)cc1,-18,i
CCCCNc1ncnc2c1nnn2Cc1ccccc1Cl,-4,i
Cc1csc(N2CCN(c3cc4nc(-c5ccncc5)[nH]c4cc3Cl)CC2)n1,-31,i
Cc1ccccc1N1CCN(C(=O)CN2C(=O)c3ccccc3C2=O)CC1,-10,i
O=C(CSc1ccc(-c2ccccn2)nn1)NC1CCCC1,-15,i
# (more compounds)
SMILES,OX1R antagonist,CHT allo act
COc1ccc(N(CC(=O)NCc2cccs2)S(=O)(=O)c2ccc(F)cc2)cc1,-14,nt
CN(C)/C=N/c1cc(=O)[nH]c(=O)n1Cc1ccccc1,-14,i
Cc1cc(C(=O)Nc2cccc(C)c2C)c2ccccc2n1,-26,i
COc1ccccc1-c1nnc(SCc2nc3ccccc3[nH]2)n1C,-10,i
Cc1nc(N2CCOCC2)c2c(C)c(C(=O)Nc3ccccc3C(F)(F)F)sc2n1,-27,i
CN(CCC#N)C(=O)CSc1nnc(-c2c[nH]c3ccccc23)o1,-14,i
Cc1oc(-c2ccc(Cl)cc2)cc1C(=O)/C(C#N)=C/Nc1cccc(OC(F)(F)F)c1,-17,i
CCOc1ccc(CCNC(=O)C2CCCN(S(C)(=O)=O)C2)cc1OCC (stereo not given),-25,i
COc1ccc(N2C(=O)CN=C2Nc2cccc(C)c2C)cc1OC,-25,i
Oc1ccccc1/C=N/n1c(-c2cccs2)n[nH]c1=S,-9,i
C/C=C/Cn1c(SCc2ccc(C)cc2)nc2c1c(=O)[nH]c(=O)n2C,-39,i
COc1ccc2c(c1)C1NC(=S)NC(C)(O2)C1C(=O)Nc1ccc(Cl)cc1 (stereo not given),-9,i

# Entries shown so far with a thiophene ring, fused or not, in the order listed:
SMILES,OX1R antagonist,CHT allo act
CCOC(=O)c1c(N2C(=O)C3C4C=CC(C4)C3C2=O)sc2c1CCC(C)C2 (stereo not given),-55,i
O=c1oc(-c2ccco2)nc2sc3c(c12)CCCC3,2,i
CC(=O)C1=C(C)NC(=O)NC1c1cccs1 (stereo not given),4,i
CCOC(=O)c1cc(C(C)C)sc1NC(=O)COC(=O)CCS(=O)(=O)c1ccccc1,-11,i
Cc1sc2nc(CSC(C)C(=O)Nc3ccc(C(N)=O)cc3)[nH]c(=O)c2c1C (stereo not given),-11,i
Cc1ccc(C)c(C(=O)CCC(=O)NNC(=O)c2cccs2)c1,6,nt
COc1ccc(N(CC(=O)NCc2cccs2)S(=O)(=O)c2ccc(F)cc2)cc1,-14,nt
Cc1nc(N2CCOCC2)c2c(C)c(C(=O)Nc3ccccc3C(F)(F)F)sc2n1,-27,i
Oc1ccccc1/C=N/n1c(-c2cccs2)n[nH]c1=S,-9,i

# Full records as entered above. Values in the order: OX1R antagonist	CHT allo act
# Cc1cc(C(=O)Nc2cccc(C)c2C)c2ccccc2n1 reads -26	i
# Cc1nc(N2CCOCC2)c2c(C)c(C(=O)Nc3ccccc3C(F)(F)F)sc2n1 reads -27	i

# The list goes on.
SMILES,OX1R antagonist,CHT allo act
Cc1ccc(S(=O)Cc2ccc(C(=O)N3CCN(C(=O)c4ccco4)CC3)o2)cc1 (stereo not given),-16,i
Cc1ccc(COc2ccc(/C=N/NC(=O)CN3CCCCC3)cc2)cc1,-8,i
Cc1ccc(S(=O)(=O)N(C)c2ccc(OCC(=O)N3CCCC(C(F)(F)F)C3)cc2)cc1 (stereo not given),-43,i
CCc1noc(C)c1C(=O)Nc1sc(C(=O)N(C)C)c(C)c1C#N,-5,i
CCOC(=O)c1c(NC(=O)c2ccc(Cl)cc2)csc1C,-19,i
C=C(C)COc1ccc(-c2nc(N)nc(C(F)(F)F)c2-c2ccc(OC)cc2)c(O)c1,-22,i
CCCc1cc(=O)[nH]c(SCc2cc(=O)oc3cc(C)c(C(C)C)cc23)n1,-2,i
c1ccc([C@H]2CN3C(=N2)Sc2ccccc23)cc1,-26,nt
CCn1c(CSc2nnc(-c3ccoc3C)n2C)nc2cc(S(=O)(=O)N(C)C)ccc21,-21,i
COCC(C)n1c(C)cc(C(=O)COc2ccc(C)nc2[N+](=O)[O-])c1C (stereo not given),-17,i
CCC(C)(C)C1CCC2(CC1)NC(=O)N(CC(=O)NCCOc1ccccc1)C2=O (stereo not given),-34,nt
CCOC(=O)C(=O)/C(C#N)=C/Nc1ccc(Cl)cc1,-5,i
O=C(/C=C/c1ccccc1Cl)NCCc1ccccc1,-7,i
CCn1cc(C(=O)O)c(=O)c2cnc(N3CCN(C(=S)NC(=O)c4ccc(OC)cc4)CC3)nc21,-4,i
O=C(CSc1nnc(CNc2ccc(F)cc2)o1)c1ccccc1,-27,i
COc1cccc2[nH]c(C(=O)NN)c(N)c12,-17,i
CC(NC(=O)CN1CCc2ccccc21)c1ccccc1 (stereo not given),-18,i
O=C(N/N=C/C1CC2CCC1C2)c1ccc2c(c1)OCO2 (stereo not given),-11,i
CCN(CC)c1ccc(/C=N/N2CCN(Cc3ccc(Cl)cc3)CC2)c(O)c1,-8,i
C(=N\c1c(-c2ccccc2)nc2n1CCS2)/c1ccccc1,-20,i
O=C(Nc1ccc(Cl)c(C(F)(F)F)c1)c1ccncc1,-7,i
O=C(CNC(=O)c1ccccc1)OC(C(=O)c1ccccc1)c1ccccc1 (stereo not given),-9,i
O=C1C=C(c2ccc(OC(F)(F)F)cc2)C[C@@H](c2ccc(Cl)cc2)C1,-18,nt
COc1cc(/C=N/NC(=O)CCc2c(C)n[nH]c2C)cc(OC)c1OC,-12,i
CCOC(=O)c1cc2c(ccn2C)n1Cc1cc(C)ccc1C,-71,i
CN(C)c1nc2c(c(=O)n(C)c(=O)n2C)n1CC(=O)c1cccs1,-1,i
OCCn1c(CSc2nnc(-c3ccco3)n2-c2ccccc2)nc2ccc(Cl)cc21,-13,i
CC1CCc2nc(NC(=O)c3ccc(S(=O)(=O)N4CCCc5ccccc54)cc3)sc2C1 (stereo not given),-37,i
N#CC1(NC(=O)Cn2cc(C(F)(F)F)cc(Cl)c2=O)CCCCC1,-16,i
N#Cc1c(N)nc2c(c1-c1cccs1)CCCC2,-32,i
CC(C)(C)c1ccc(CSc2nc(N)cc(=O)[nH]2)cc1,-9,i
N/C(=N\S(=O)(=O)c1cccs1)c1ccccc1Cl,-3,i
CC(C)n1ncc(C(N)=O)c1N,-1,i
COc1ccc(NS(=O)(=O)c2ccc(NS(=O)(=O)c3cccc(C(=O)O)c3)cc2)cc1,-9,i
CCOC(=O)N1CCN(C(=O)CCCCn2c(=S)[nH]c3ccsc3c2=O)CC1,-22,i
COc1ccc(C)cc1NC(=O)CCCN1C(=O)C2CC=CCC2C1=O (stereo not given),-6,i

# 3 structures already listed, ordered by molecular weight, high to low:
SMILES,OX1R antagonist,CHT allo act
CCCCNc1ncnc2c1nnn2Cc1ccccc1Cl,-4,i
O=C(/C=C/c1ccccc1Cl)NCCc1ccccc1,-7,i
COc1ccc(-c2cnc3nc[nH]c(=O)c3n2)cc1,2,i

# Other compounds follow.
SMILES,OX1R antagonist,CHT allo act
Cc1c(Cl)cccc1NC(=S)NCc1ccc(F)cc1,-21,i
CC1=NNC(=O)C1CC(=O)N/N=C/c1ccncc1 (stereo not given),-4,i
COc1ccc(OCC(=O)Nc2ccc(N3CCOCC3)cc2)c([N+](=O)[O-])c1,-26,i
CCN(CC(=O)NC1CCS(=O)(=O)C1)C(=O)C(c1ccccc1)c1ccccc1 (stereo not given),-12,i
COc1cc(OC)cc(C(=O)N[C@H](C(=O)NC23CC4CC(CC(C4)C2)C3)C(C)C)c1,-38,i
Cc1ccc(S(=O)(=O)N(C)c2ccccc2C(=O)N2CCOCC2)cc1,-17,i
O=C(NC(=S)Nc1ccc2oc(=O)ccc2c1)c1ccc(-c2cccc(Cl)c2Cl)o1,-8,i
CCCCN(CCCC)CCNC(=O)c1cn(CC)c2ccc(S(=O)(=O)N3CCc4ccccc4C3)cc2c1=O,-21,i
COc1cc(C(=O)Nc2cccc(C)c2C)ccc1OCC(=O)N1CCOCC1,-5,nt
O=C(NCc1ccco1)c1cc2ccccc2c(=O)o1,-19,i
CCOC(=O)c1nc(-c2ccccc2)sc1C(C)=O,-8,i
c1ccc(OCc2nc(-c3ccncc3)no2)cc1,1,i
Cc1ccc(C(=O)Nc2ccc(NC(=O)c3ccc(C)o3)cc2)o1,-23,i

# No enrichment for hits. Share with any hit: about 0.8%.
